Screens deposited in PubChem by several laboratories.
KCNQ1 block = inhibitors of human KCNQ1 potassium channel; P51787; CHO-K1 KCNQ1, FluxOR thallium flux fluorescence; stronger effect = higher value; B-score at 10 µM; actives 1.3% (n = 310,000); AID 2642;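 active means compounds whose thallium flux B-score, printed positive for inhibition, exceeds three library SD while starting fluorescence stays within three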;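 further: channel opened by potassium depolarization with thallium stimulus after 20 min compound exposure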
KCNQ1 pot = human KCNQ1 channel potentiation or activation. CHO-K1 KCNQ1, thallium flux FluxOR fluorescence; stronger effect = higher value. actives 0.35% (n = 310,000). B-score at 10 µM. P51787;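 active means fluorescence ratio B-score, a plate-corrected score, at least three library SD, with initial intensity B-score within 5 SD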
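Assay system: CHO-K1 cells stably expressing KCNQ1. Medium: assay buffer for compound exposure, DMSO matched across wells. Timing: 37 °C overnight plating, 90-min dark dye load, 20-min compound pretreatment. Signal: kinetic FluxOR fluorescence, 10 s baseline plus 110 s post-stimulus.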
GSK3 alpha inh = human GSK-3 alpha kinase inhibition. P49840. ADP-Glo luminescence, 60 min. inhibition, % at 10 µM. actives 0.1% (n = 320,000);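 in the data active means inhibition above about 50%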;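 further: GST-tagged GSK-3 alpha with peptide substrate and 25 µM ATP; 0% = DMSO neutral wells and 100% = GW8510 positive control wells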
Target sequence (P49840 whole entry, looked up): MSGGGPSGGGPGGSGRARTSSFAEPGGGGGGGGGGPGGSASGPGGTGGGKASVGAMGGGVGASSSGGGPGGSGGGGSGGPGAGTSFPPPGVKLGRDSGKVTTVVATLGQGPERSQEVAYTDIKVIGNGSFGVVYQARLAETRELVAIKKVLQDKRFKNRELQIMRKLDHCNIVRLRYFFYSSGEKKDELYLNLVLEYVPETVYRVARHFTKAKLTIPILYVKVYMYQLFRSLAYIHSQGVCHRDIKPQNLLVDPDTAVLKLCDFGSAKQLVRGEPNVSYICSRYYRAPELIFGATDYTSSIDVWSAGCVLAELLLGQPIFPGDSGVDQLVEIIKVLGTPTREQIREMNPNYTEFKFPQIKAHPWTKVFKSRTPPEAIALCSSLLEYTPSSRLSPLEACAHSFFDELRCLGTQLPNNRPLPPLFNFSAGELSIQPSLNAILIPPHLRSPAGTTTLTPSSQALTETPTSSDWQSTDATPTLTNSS
DYRK1A inh = blocks rat Dyrk1A kinase activity | ADP-Glo luminescence, NFATc1 peptide | inhibition, % at 12.5 µM | actives 0.43% (n = 310,000) | Q63470 | AID 504441; in the data active means inhibition above about 50%;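 further: plate controls were vehicle with enzyme for no effect and no enzyme for full effect; many of its hits are not listed in these tables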
RGS4 pot = RGS4 potentiation or activation | actives 0.92% (n = 310,000) | AID 463111 | HEK293 M3R/inducible RGS4, carbachol calcium flux Fluo4; stronger effect = lower value | B-score at 10 µM;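 active means B-score of the integrated calcium signal more than 4 SD below the library mean, with starting fluorescence not abnormally high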;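 further: negative B-score means reduced calcium response which marks RGS4 activation or potentiation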
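Detection: kinetic calcium fluorescence imaging with Fluo4-AM dye, 2 µM / Material: HEK293 cells with stable M3R and inducible RGS4 / Schedule: recording 10 s baseline at 1 Hz, 100 s post-agonist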
GSK3B inh = human GSK3beta kinase inhibition; AID 2097; GST-GSK3beta kinase, ADP-Glo luminescence, 60 min; stronger effect = lower value; P49841; actives 0.038% (n = 300,000); activity score (negative = inhibition), % at 10 µM;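 active means more than half of replicate wells score below -50%, meaning over 50% inhibition versus plate controls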;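 further: 0% = median DMSO wells and -100% = median GW8510 positive control wells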
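Test system: GST-fused GSK3beta enzyme, cell-free | Quantity: 1.6 ng GST-GSK3beta enzyme per well | Reagent: 25 µM ATP with peptide substrate | Schedule: 60 min enzyme reaction, room temperature | Signal: Luminescent ADP-Glo measurement of ADP formed | Read-out basis: Score relative to plate controls | Control set: DMSO and 20 µM GW8510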
RGS4 block = inhibitors of human RGS4 | P49798 | HEK293 M3R/RGS4 inducible, Fluo-4 calcium flux; stronger effect = higher value; triggered by carbachol at its EC20 | B-score at 10 µM | actives 0.45% (n = 310,000) | AID 463165;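 active means B-score, a plate-corrected calcium signal, over three deviations above library mean, with baseline fluorescence within five deviations of library mean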;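 further: RGS4 expression induced by doxycycline in cells with stable M3 receptor; B-score is computed from the integrated fluorescence ratio over baseline after carbachol; higher B-score means a larger calcium signal and so more RGS4 inhibition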
Target sequence (P49798 whole entry, looked up): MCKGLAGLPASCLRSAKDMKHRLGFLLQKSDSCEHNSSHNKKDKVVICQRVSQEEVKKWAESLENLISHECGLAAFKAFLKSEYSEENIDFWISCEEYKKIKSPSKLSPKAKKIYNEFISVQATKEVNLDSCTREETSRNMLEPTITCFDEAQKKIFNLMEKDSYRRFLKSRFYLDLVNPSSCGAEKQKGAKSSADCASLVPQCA
KCNK9 inh = human KCNK9 channel inhibition; B-score at 10 µM; Q9NPC2; AID 488922; HEK293 KCNK9, FluxOR thallium flux fluorescence; stronger effect = lower value; actives 1.2% (n = 310,000);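 active means ratio B-score over 3 SD below the library mean, with starting fluorescence within 5 SD of its mean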;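 further: negative B-score means less thallium flux so channel inhibition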
Target sequence (Q9NPC2 whole entry, looked up): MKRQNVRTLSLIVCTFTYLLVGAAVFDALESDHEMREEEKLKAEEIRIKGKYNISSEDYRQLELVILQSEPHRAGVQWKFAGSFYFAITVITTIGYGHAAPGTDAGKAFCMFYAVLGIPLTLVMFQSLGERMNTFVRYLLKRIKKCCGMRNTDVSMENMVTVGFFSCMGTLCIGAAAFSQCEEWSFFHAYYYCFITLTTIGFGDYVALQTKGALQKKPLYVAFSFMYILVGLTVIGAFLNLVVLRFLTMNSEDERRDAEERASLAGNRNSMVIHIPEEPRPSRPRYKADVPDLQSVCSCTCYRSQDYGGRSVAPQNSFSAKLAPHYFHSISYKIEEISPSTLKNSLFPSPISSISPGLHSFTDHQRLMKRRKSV
KCNK3 block = human KCNK3 channel inhibition, primary screen; actives 0.84% (n = 340,000); O14649; B-score at 10 µM; CHO-KCNK3 thallium flux, FluxOR fluorescence; stronger effect = lower value;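 active means B-score under library mean minus 4 SD, starting fluorescence ratio at most library mean plus 5 SD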;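 further: more negative B-score means stronger inhibition of thallium flux through KCNK3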
PolyA inhibitor = inhibitors of polyadenylation in S. cerevisiae; AID 1875; S. cerevisiae SKY197-pL101 polyadenylation reporter, beta-gal luminescence; efflux-impaired pdr1/pdr3 knockout yeast; score 100 = 6 SD above DMSO; actives 0.02% (n = 300,000); calls only at 12 µM;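 active means lowest replicate activity score at least 50, where 100 means six control SD above control mean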;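 further: yeast exposed to compound for 9 h at 30 °C; higher score means more reporter readthrough which indicates perturbed polyadenylation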
hERG protect = compounds protecting human hERG from proarrhythmic drug block; Q12809; CHO-hERG, FluxOR thallium flux, dofetilide IC70 present; activation (rescue from dofetilide block), less the hit threshold, % at 10 µM; actives 0.51% (n = 310,000); AID 1511;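 active means activation above the mean of controls blocked by dofetilide plus 5 SD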;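 further: thallium influx through hERG after potassium depolarization seen as dye fluorescence rise; in these data hits start at about 4.7%; inactives centre near -7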
Active calls of the source: *; i = inactive; / = not tested or not shown.

SMILES | KCNQ1 block | KCNQ1 pot | GSK3 alpha inh | DYRK1A inh | RGS4 pot | GSK3B inh | RGS4 block | KCNK9 inh | KCNK3 block | PolyA inhibitor | hERG protect
O=C(Nc1cccc(-c2nc3ccccc3s2)c1)c1ccc2c(c1)OCO2 | i | i | -3 | 0 | i | 2 | i | i | i | i | -5
Cc1nnc(SCc2nnc(-c3cccs3)o2)s1 | i | i | 4 | / | i | -1 | i | i | i | i | -12
COc1ccc(S(=O)(=O)N2CCCC(C(=O)NCc3cccnc3)C2)cc1 (configuration not stated) | i | i | -3 | -2 | i | 2 | i | i | i | i | -7
COc1ccccc1NC(=O)COc1ccc2ccccc2c1 | i | i | 1 | 5 | i | 1 | i | i | i | i | -14
Cc1ccc(Cl)cc1N1CCN(C(=O)c2ccc3nc[nH]c3c2)CC1 | i | i | 5 | -3 | i | -5 | i | i | i | i | -7
Cc1cc2cc(C)c(NCCNC(=O)c3ccccc3F)nc2cc1C | i | i | 4 | 0 | i | 2 | i | i | i | i | -12
CCOCCCNC(=S)Nc1cc(C)cc(C)c1 | i | i | -1 | 1 | i | -2 | i | i | i | i | -8
O=C1OCCN1S(=O)(=O)Nc1ccccc1 | i | i | 0 | -7 | i | 1 | i | i | i | i | -10
CC(=O)OCC1OC(OCc2cn(C[C@H]3CC[C@@H]([C@@H]4CC[C@H](Cn5cc(COC6OC(COC(C)=O)C(OC(C)=O)C(OC(C)=O)C6OC(C)=O)nn5)O4)O3)nn2)C(OC(C)=O)C(OC(C)=O)C1OC(C)=O (some centres not stated) | i | i | -1 | 7 | i | 2 | i | i | i | i | 0
O=C(NCc1ccc(Cl)cc1)C1CCC(CNc2c(N3CCOCC3)c(=O)c2=O)CC1 (configuration not stated) | i | i | 0 | 1 | i | -6 | i | i | i | i | -7
O=C(NNC(=O)c1ccco1)c1cccc(Br)c1 | i | i | 0 | -3 | i | -2 | i | i | i | i | -2
O=C(OCC1OC2C(Oc3nc(=O)ccn32)C1O)c1ccccc1 (configuration not stated) | i | i | -1 | 12 | i | -1 | i | i | i | i | -8
N/C(=N\OC(=O)Cc1cccs1)c1ccccc1 | i | i | -2 | 1 | i | 3 | i | i | i | i | -11
COc1ccc(C(=O)NCCS(=O)(=O)NCc2ccccc2OC)cc1 | i | i | 0 | -2 | i | -2 | i | i | i | i | -15
CCOC(=O)NC(Nc1sc2c(c1C(=O)OC)CCN(C)C2)(C(F)(F)F)C(F)(F)F | i | i | 2 | -6 | i | -1 | i | i | i | i | -7

Complete entries as entered above. Order of values: KCNQ1 block	KCNQ1 pot	GSK3 alpha inh	DYRK1A inh	RGS4 pot	GSK3B inh	RGS4 block	KCNK9 inh	KCNK3 block	PolyA inhibitor	hERG protect
N/C(=N\OC(=O)Cc1cccs1)c1ccccc1 across the screens: i	i	-2	1	i	3	i	i	i	i	-11
Cc1ccc(Cl)cc1N1CCN(C(=O)c2ccc3nc[nH]c3c2)CC1 across the screens: i	i	5	-3	i	-5	i	i	i	i	-7
COc1ccc(C(=O)NCCS(=O)(=O)NCc2ccccc2OC)cc1 across the screens: i	i	0	-2	i	-2	i	i	i	i	-15

Remaining list, next part
SMILES | KCNQ1 block | KCNQ1 pot | GSK3 alpha inh | DYRK1A inh | RGS4 pot | GSK3B inh | RGS4 block | KCNK9 inh | KCNK3 block | PolyA inhibitor | hERG protect
O=C(COc1ccccc1[N+](=O)[O-])N1CCN(C(=O)c2ccco2)CC1 | i | i | 2 | 8 | i | 0 | i | i | i | i | -13
NC(=O)c1cnccn1 | i | i | / | -4 | i | 0 | i | i | i | i | -4
O=C(CNC(=O)c1ccc(Br)o1)NNC(=O)c1cccc(Cl)c1 | i | i | / | 0 | i | 4 | i | i | i | i | -8
CN(C(=O)c1cncc(Br)c1)c1c(N)n(Cc2ccccc2)c(=O)[nH]c1=O | i | i | 0 | 12 | i | 0 | i | i | i | i | -12
CC(=NCCc1c(C)[nH]c2ccc(OCc3ccccc3)cc12)C1=C(O)CC(c2ccccc2)CC1=O (configuration not stated) | i | i | 1 | / | i | -1 | i | i | i | i | -18
O=C(NNS(=O)(=O)c1ccc(F)cc1)c1ccc([N+](=O)[O-])cc1Cl | i | i | -5 | 6 | i | -1 | i | i | i | i | -7
NC(=O)CSC1=Nc2ccccc2C2=NC(c3ccccc3)C(=O)N12 (configuration not stated) | i | i | 5 | 7 | i | -3 | i | i | i | i | -3
CC(=O)Oc1ccc2oc(/C=C/N(C)C)c([N+](=O)[O-])c2c1 | i | i | 2 | 6 | i | -1 | i | i | i | i | -8
CCOc1cccc(-c2nnc3sc(COc4ccc(C)cc4)nn23)c1 | i | i | -3 | 5 | i | -1 | i | i | i | / | -8
CCN(CC)CCCNC(=O)c1cn(C)c(=O)c2c1c1ccccc1n2C | i | i | 0 | -3 | i | 3 | i | i | i | i | -6
CC1(C)Cc2c(cnn2-c2cccc(F)c2)C(NC(=O)CCc2cnccn2)C1 (configuration not stated) | i | i | 0 | -1 | i | -1 | i | i | i | i | -6
CCOc1ccc(NC(=O)Cc2c(C(=O)O)n(C)c3ccccc23)cc1 | i | i | -3 | -1 | i | 5 | i | i | i | i | -6
Cc1ccnn1CC(=O)N/N=C/c1cccs1 | i | i | -4 | 1 | i | 2 | i | i | i | i | -1
CCc1c(C2(O)CCCCC2)[nH]c2c(C(=O)OC)cc(Cl)cc12 | 6* | i | -2 | 1 | i | -4 | i | i | i | i | -7
CCCCn1nnc(NC(=O)c2cc3ccccc3o2)n1 | i | i | -3 | 10 | i | -4 | i | i | i | i | -3
CC(=O)NC(CCS(C)(=O)=O)C(=O)Nc1nccs1 (configuration not stated) | i | i | -2 | -4 | i | 3 | i | i | i | i | -5
CC(C)[C@H](NC(N)=O)C(=O)Nc1ccc2c(c1)CCC2 | i | i | -2 | 7 | i | -2 | i | i | i | i | -6
CC(=O)N1c2ccc(S(=O)(=O)NCCC(=O)Nc3ccccc3C)cc2CC1C (configuration not stated) | i | i | 0 | -1 | i | -2 | i | i | i | i | -5
CS(=O)(=O)N1N=C(c2ccc(Cl)cc2)CC1c1cccs1 (configuration not stated) | i | i | 0 | 3 | i | 2 | i | i | i | i | -11
CCOC(=O)c1sc(S(C)(=O)=O)c2c1CCc1conc1-2 | i | i | 2 | / | i | 3 | i | i | i | i | -7
COc1ccc(C2NC(=O)NC(O)(C(F)(F)F)C2C(=O)c2ccccc2)cc1OC (configuration not stated) | i | i | -2 | -5 | i | -3 | i | i | i | i | -1
COc1ccc(Cn2nnnc2C(c2cc3ccc(OC)cc3[nH]c2=O)N2CCCCCC2)cc1 (configuration not stated) | i | i | 6 | / | i | -2 | i | i | i | i | -13
O=C(CSc1nncc(=O)[nH]1)Nc1cccc([N+](=O)[O-])c1 | i | i | -1 | 3 | i | -2 | i | i | i | i | -9
Cc1cccc(NC(=O)C2CCCC2)c1 | i | i | 0 | 0 | i | 1 | i | i | i | i | -16
CSc1ccc(/C=N\NC(=O)CNc2ccc(C)cc2)cc1 | i | i | -5 | -1 | i | -1 | i | i | i | i | -3
O=C(NN=C1CCCCCC1)c1cccs1 | i | i | 1 | -11 | i | -1 | i | i | i | i | -13
CN(C)c1ccnc(-n2cccc2/C=N/OCc2cccc(F)c2)c1C#N | i | i | -1 | -5 | i | 2 | i | i | i | i | -2
O=C(CCCC(=O)N(CC(=O)NC1CCCC1)Cc1ccccc1)Nc1ccccn1 | i | i | 3 | -3 | i | 0 | i | i | i | i | -6
COC(=O)c1ccc(Oc2c(C(F)(F)F)oc3c(CN4CCN(C)CC4)c(O)ccc3c2=O)cc1 | i | i | 0 | -2 | i | -1 | i | i | i | i | -11
COC(=O)c1sccc1NC(=O)CN(C)NS(=O)(=O)c1ccc([N+](=O)[O-])cc1 | i | i | 1 | 8 | i | 1 | i | i | i | i | -12
COc1ccc(C(=O)N/N=c2\oc3ccccc3cc2C(N)=O)cc1 | i | i | -1 | -4 | i | 5 | i | i | i | i | -14
CCCN1CCN(CCCNC(=O)c2cc3c(s2)-c2ccccc2OC3)CC1 | i | i | 7 | / | i | -1 | i | i | i | i | -13
COc1ccc(/C=C/c2cc(-c3ccc(C)cc3)o[n+]2C)cc1 | 9* | i | 0 | 0 | i | -4 | i | i | i | i | -28
CN(C)/C(=N\S(=O)(=O)c1ccc(Br)cc1)c1ccccc1 | i | i | 2 | 1 | i | -1 | i | i | i | i | -7
COc1ccc(/C=C2\SC(=S)N(CC(=O)NC3CCS(=O)(=O)C3)C2=O)cc1 (configuration not stated) | i | i | -1 | -7 | i | 1 | i | i | i | i | -7
CCOC(=O)/C=C1\NC(=O)CS1 | i | i | -22 | 0 | i | -6 | i | i | i | i | -7
O=C1CC(c2ccccc2)CC2=C1C=Nc1ccccc1N2 (configuration not stated) | i | i | 0 | 4 | i | -4 | i | i | i | i | -6
C=CCn1c(Cc2ccc(OC)cc2)nnc1SCC(N)=O | i | i | -2 | -11 | i | -1 | i | i | i | i | -8
CSC1=N/C(=C/c2ccc(-n3cncn3)cc2)C(=O)N1 | i | i | 0 | 4 | i | -1 | i | i | i | i | -14
N#CCCN(C(=O)COC(=O)c1cc(S(=O)(=O)N2CCOCC2)ccc1Cl)c1ccc(F)cc1 | i | i | -3 | -2 | i | -1 | i | i | i | i | -14
CC1CCCCC1NC(=O)c1cc2c(=O)n3ccccc3nc2n1C (configuration not stated) | i | i | 2 | / | i | 1 | i | i | i | i | -11
NS(=O)(=O)c1ccc(CCNC(=O)c2ccc(-c3ccccc3)cc2)cc1 | i | i | 8 | 1 | i | 0 | i | i | i | i | -5
O=C1CNC(=O)/C1=C/c1ccc(Br)cc1 | i | i | -3 | -2 | i | -6 | i | i | i | i | -12
FC(F)(F)c1cnc(N/N=C/c2ccncc2)c(Cl)c1 | i | i | -1 | 4 | i | -1 | i | i | i | i | -11
COc1ccccc1C(=O)NC1CCN(C(=O)Nc2ccc(C)cc2)CC1 | i | i | 0 | -3 | i | 5 | i | i | i | i | 0
Cc1ccc(Nc2nc(N)nc(CSc3nnc(-c4ccncc4)o3)n2)cc1 | i | i | 3 | -3 | i | / | i | i | i | i | -5

This is a subset; count on the stated rates, not on these rows.
